Screening data (PubChem BioAssay)
S1P1 ag pot = activates or potentiates agonism at human S1P1 receptor; S1P1 CRE-bla cells, forskolin, beta-lactamase FRET, potentiator mode; S1P1 agonist co-added at EC20, 2 nM; 100% = saturating reference agonist, 0% = basal; actives 0.57% (n = 56,000); activation, % at 9.5 µM;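 active = activation above a cutoff set at the mean activation of all tested compounds plus 3 SD, cut at about 54% in these data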;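 also: forskolin at 4 µM as EC80 and the EC20 agonist is SEW2871; 100% = SEW2871 at its EC100 plus forskolin at EC80; some compounds past the cut are filed as inactive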
Target sequence (P21453 whole entry, looked up): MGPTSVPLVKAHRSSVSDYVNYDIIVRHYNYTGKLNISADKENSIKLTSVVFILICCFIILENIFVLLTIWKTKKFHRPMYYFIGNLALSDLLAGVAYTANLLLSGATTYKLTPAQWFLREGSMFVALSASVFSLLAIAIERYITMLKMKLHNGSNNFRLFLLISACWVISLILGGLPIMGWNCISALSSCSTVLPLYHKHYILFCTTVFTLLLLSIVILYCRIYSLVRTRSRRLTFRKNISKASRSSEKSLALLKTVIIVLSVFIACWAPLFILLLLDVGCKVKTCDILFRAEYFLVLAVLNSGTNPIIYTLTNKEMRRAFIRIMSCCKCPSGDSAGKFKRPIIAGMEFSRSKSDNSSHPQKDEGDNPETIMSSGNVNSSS
RORA act = activates the human nuclear receptor RORA; actives 1.5% (n = 65,000); CHO-K1 Gal4-RORA LBD luciferase reporter, luminescence; percent increase over mock-subtracted basal signal; activation, % at 10 µM; P35398;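 active = activation above the mean of all tested compounds plus 3 SD, cut at about 49% in these data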;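 also: 0% = DMSO-treated RORA cells and 100% = added signal equal to DMSO minus mock-transfected cells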
5HT1E antag = blocks the human 5-HT1E serotonin receptor. P28566. CHO 5-HT1E Ga15 NFAT-bla reporter, FRET, antagonist. inhibition, % at 6 µM. actives 0.99% (n = 65,000). AID 571;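 active = inhibition above a set limit, the mean inhibition across every tested compound plus 3 SD, cut at about 29% in these data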;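 also: signal is the 460 over 535 nm emission ratio of beta-lactamase substrate; 0% = agonist plus DMSO wells and 100% = wells without agonist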
SF-1 act = activators of human nuclear receptor SF-1; CHO-K1 Gal4-SF-1 LBD luciferase reporter; % increase over DMSO SF-1-specific signal; activation, % at 10 µM; actives 1.9% (n = 65,000); AID 522;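 active = activation above the mean activation of all tested compounds plus 3 SD, cut at about 50% in these data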
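Test system: CHO-K1 cells with Gal4–hSF-1 LBD chimera plus Gal4-driven luciferase; Input: 4,000 cells/well; Compound: 10 µM only; Times: 20 h compound treatment, 37 °C; Measured by: steady-glow luciferase luminescence, read after 15 min reagent incubation; Measure: percent activation versus DMSO; Control set: DMSO and mock-transfected background; Replicates: one test per compound.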
AP ELISA ortho = alternative pathway complement inhibition, orthogonal assay; actives 0.08% (n = 62,000); Human serum alternative complement pathway, LPS-coated ELISA, C3 deposition; tested in compound mixtures; inhibition, % at 5 µM; AID 1235;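 active = inhibition above 30% in each of the two pooled mixtures holding the compound, so the lower value exceeds 30%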;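 also: 0% = serum in Mg-EGTA without compound and 100% = EDTA serum blank; some compounds past the cut are filed as inactive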
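Assay system: Human serum alternative complement pathway, C3 deposition on LPS-coated wells | Incubation: 1 h serum-compound exposure at 37 °C | Doses: 5 µM per compound in ten-compound mixtures | Read-out: Percent inhibition | Technique: ELISA with HRP anti-human C3 antibody, TMB substrate, absorbance 450 nm | Replication: Two pool placements per compound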
S1P3 ag = activates the human S1P3 receptor | Q99500 | S1P3 NFAT-BLA reporter cells, agonism, FRET ratio; relative to 1 µM S1P, basal subtracted | activation, % at 4.5 µM | actives 0.1% (n = 60,000) | AID 373;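 active = activation above the screen-wide mean plus 3 SD, cut at about 4.5% in these data, passing the limit was not always enough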; also: some compounds called inactive have numbers as strong as hits
Target sequence (Q99500 whole entry, looked up): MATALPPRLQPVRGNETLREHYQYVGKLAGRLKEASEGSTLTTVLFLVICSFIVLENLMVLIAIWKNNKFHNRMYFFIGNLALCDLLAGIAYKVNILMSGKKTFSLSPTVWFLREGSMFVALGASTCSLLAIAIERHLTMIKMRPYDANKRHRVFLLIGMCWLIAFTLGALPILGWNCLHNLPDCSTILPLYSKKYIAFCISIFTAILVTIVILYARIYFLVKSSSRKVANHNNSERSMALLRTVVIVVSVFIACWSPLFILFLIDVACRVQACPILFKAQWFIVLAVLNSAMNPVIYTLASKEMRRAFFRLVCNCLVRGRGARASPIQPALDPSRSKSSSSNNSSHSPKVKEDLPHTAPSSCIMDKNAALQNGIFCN
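Measure – % activation relative to 1 µM S1P (100%), per plate · System – stable CHO line with human S1P3, Gα16, NFAT-BLA reporter · Timing – cells plated overnight, compound 4 h 37 °C, substrate 2 h RT · Technique – fluorescent BLA substrate, ex 405 nm, em 460/535 nm ratio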
HTR1E agonist = agonists of human 5-HT1E serotonin receptor; P28566; CHO 5-HT1E Ga15 NFAT-bla reporter, FRET; 0% DMSO wells, 100% control agonist wells; activation, % at 6 µM; actives 0.69% (n = 65,000); AID 574;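 active = activation above a set limit, the screen-wide mean activation plus 3 SD, cut at about 8.5% in these data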;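 also: 100% = positive control agonist at 1 µM giving full maximal response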
5-HT1A blocker = blocks the human serotonin 5-HT1a receptor; inhibition, % at 10 µM; P08908; CHO 5-HT1a Ga15 NFAT-bla reporter, antagonist mode; actives 0.68% (n = 62,000); AID 612;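 active = inhibition above the mean of all tested compounds plus 3 SD, cut at about 43% in these data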;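 also: receptor stimulated by 5-CT agonist at 100 nM near EC80; beta-lactamase reporter measured by ratiometric fluorescence of a cleavable substrate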
tolC growth inh = E. coli tolC mutant growth inhibition; E. coli BW25113 tolC mutant growth, OD615; growth inhibition, % at 10 µM (by protocol); actives 2.2% (n = 65,000);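 active = growth inhibition at or above a cutoff equal to the mean over every tested compound plus 3 SD, cut at about 60% in these data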;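 also: growth measured after 20 h incubation at 37 °C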
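signal = optical density read at 615 nm | test system = E. coli ΔtolC::kan strain BW25113 | timing = 20 h compound exposure of bacteria at 37 °C | buffer or medium = LB medium plus 50 µg/mL kanamycin | compound dosing = 10 µM final, single dose | evaluation = % inhibition of E. coli growth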
* hit, by the source's call; nt = not tested or not shown.

SMILES	S1P1 ag pot	RORA act	5HT1E antag	SF-1 act	AP ELISA ortho	S1P3 ag	HTR1E agonist	5-HT1A blocker	tolC growth inh
O=C(CCN1C(=O)C2C3C=CC(C3)C2C1=O)N1CCN(c2ccc(F)cc2)CC1 (centres undefined)	-11	6	-7	24	17	0.5	-0.7	-8	-9
COc1ccc2[nH]c3nc(SCc4nnc(-c5ccc(C)cc5)o4)nnc3c2c1	-30	7	5	-2	-3	-1.7	0.5	0	-3
Cc1ccc(N=c2oc3cc(O)ccc3cc2C(N)=O)cc1	-31	-42	-9	-13	4	0.1	22*	-168	18
Cc1cc(/N=C/N(C)C)on1	-5	20	8	0	4	-0.5	-0.4	5	-19
Clc1ccc(OCc2nc(-c3ccncc3)no2)c(Cl)c1	nt	48	-4	86*	1	-0.7	0.9	-6	19
O=C(CN1C(=O)c2ccccc2C1=O)N1CCN(c2nnc(-c3ccccc3)c3ccccc23)CC1	2	-3	-10	0	nt	-0.9	1.0	-10	-15
CC(C)c1ccc(S(=O)(=O)c2n[nH]n3c2nc(=O)c2ccccc23)cc1	nt	6	-1	4	nt	nt	0.1	3	17
CC1(C)Cc2c(sc3c2c2ncnn2c2nnc(SCC(=O)NCc4ccco4)n32)CO1	-4	15	-8	-6	17	-0.3	-0.9	-7	nt
CC(C)(C)OC(=O)NCCc1nnc(SCC(N)=O)o1	2	-9	1	1	-13	-0.6	1.2	15	1
CCCCOC(=O)n1c(SCC(=O)N(C)C)nc2ccccc21	-19	-23	3	-1	7	-1.1	0.8	-14	11
OC1C=CSc2nc3ccccc3n21 (centres undefined)	nt	-8	-2	19	8	-1.0	1.4	10	18
N=c1oc2c3c4c(cc2cc1C(=O)Nc1ccccc1)CCCN4CCC3	49	8	-5	47	18	0.4	-0.3	-16	9
CC(=O)Cc1nsc(NC(=O)c2c(-c3ccccc3Cl)noc2C)n1	-4	-28	-2	12	2	0.0	0.2	-4	2
CCc1ccc(C2CC(c3ccc(C)cc3)n3nc(N)nc3N2)cc1 (centres undefined)	-12	-1	2	-6	5	-1.3	0.0	-8	41
CCC(C)NC(=O)C1CCN(S(=O)(=O)CC)CC1 (centres undefined)	-29	-7	1	0	20	-0.7	1.0	5	-14
O=C(Nc1cc(N2CCOCC2)ncn1)NC1(C(F)(F)F)Oc2ccc(Cl)cc2O1 (centres undefined)	46	-22	25	-38	14	-0.9	1.1	27	-4
Cc1cc2ccccc2nc1SCC(=O)N1CCCC1	5	-26	1	-28	1	-0.3	0.7	-8	10
CC1(C)CC(=O)C2=C(C1)OC(c1cccs1)C(C#N)=C2N (centres undefined)	-30	-19	1	0	26	1.2	-0.5	2	-5
S=C(Nc1ccccn1)c1ccccn1	-22	36	33*	27	-7	-0.6	-0.9	4	-5
O=C(Nc1ccccc1)NC1(C(=O)N2CCN(c3ncccn3)CC2)CCCCC1	-2	15	-2	-5	9	-0.2	-0.7	3	-9
Nc1nc(N2C(=O)C3CC=CCC3C2=O)nn1-c1ccccc1 (centres undefined)	14	-24	-8	12	-3	0.1	-0.2	-5	-13
O=C(CSc1ncnc2c1nnn2Cc1ccccc1F)N1CCN(c2ccccc2)CC1	nt	-22	-1	-21	8	nt	-0.5	20	-2
O=C(O)CCCC(=O)NCc1ccccn1	-12	5	2	13	9	-1.0	-0.3	-12	-10
O=C(NCc1ccccn1)c1ccc(/C=N/O)nc1	11	13	-2	3	18	-0.4	-1.5	-5	-15
CCOC(=O)N1CCN(C2CC(=O)N(c3ccc(F)cc3)C2=O)CC1 (centres undefined)	6	10	-4	2	0	0.2	1.1	-11	-19
c1cncc(Oc2cccc(Oc3cccnc3)c2)c1	7	-8	9	3	nt	-3.8	0.0	nt	5
Cc1cc(Nc2nc3c(c(=O)n(C)c(=O)n3C)n2C)n(-c2ccccc2)n1	-11	-23	1	2	6	-0.5	0.3	3	-17
Cn1c(=O)c(C(=S)NC(=O)C2CC2)c(N)n(Cc2ccccc2)c1=O	-15	9	-11	-6	8	-0.2	-0.6	-11	86*
COc1ccc(NC(=O)c2ccco2)cc1N	6	15	5	49	-12	-0.7	-0.8	5	-40
COC(=O)c1ccc2nc(C(F)(F)F)[nH]c2c1	0	2	-7	6	1	0.4	1.1	-5	-10
CC1=CS/C(=C(/C#N)C(=O)NCc2ccco2)N1c1ccccc1	1	6	-3	27	4	-0.1	0.7	-16	-21
CC(=O)Cc1nsc(Nc2ccc3c(c2)OCCO3)n1	nt	122*	2	67*	7	nt	0.2	0	-4
CCOC(=O)N1CCN(/C=C(\C#N)c2nc3ccccc3s2)CC1	12	15	6	26	nt	-3.0	-0.7	nt	8
COc1ccc(C2=CC(c3ccc(Cl)cc3)n3cnnc3N2)cc1OC (centres undefined)	nt	6	35*	-8	-4	nt	-0.8	40	14
c1ccc(-c2cnnc(N3CCCCC3)n2)cc1	nt	58*	-8	14	4	nt	0.1	-6	17
COc1ccc(CN2CCOCC2)cc1Br	-15	1	-1	0	22	-1.7	0.3	4	-7
Cc1cc(C)c2c(n1)nn1c(N3CCN(c4ccccn4)CC3)cc(C)nc21	-17	5	5	-23	16	-0.5	0.7	2	-8
Cc1nc(SCC(N)=O)[nH]c(=O)c1Cc1ccc(OC(C)C)cc1	12	-14	-10	-2	nt	-1.7	0.3	nt	-10
O=C(c1ccc(Cn2c(=O)[nH]c3ccccc3c2=O)cc1)N1CCN(c2ccc(Cl)cc2)CC1	14	-15	-31	4	21	-0.3	5.5	-11	25
CCc1ccc2nc(NC3=NCN(CCN4CCOCC4)CN3)nc(C)c2c1	-6	20	2	-11	12	-0.4	-0.2	-6	nt
Cc1cc(C)nc(N2CCCC(C(=O)NCCc3ccccc3F)C2)n1 (centres undefined)	23	30	2	17	4	-0.2	-0.7	-9	6
COc1ccc(C(=O)NCc2nnc(SCC(=O)Nc3cc(C)cc(C)c3)o2)cc1OC	nt	-16	-6	-7	9	nt	-1.0	9	-13
CN1CCN(c2nc(-c3ccccc3)c3cc(Cl)ccc3n2)CC1	-41	2	0	-1	2	13	8.0	-30	21
COc1ccc(S(=O)(=O)N(C)CC(=O)N2CCC(C(N)=O)CC2)cc1	12	-5	-1	-7	12	-1.2	0.2	0	-9
CCc1ccc2[nH]c(=O)c(CN(Cc3ccccc3)Cc3nnnn3Cc3ccco3)cc2c1	-32	5	0	1	20	0.5	-0.7	-3	20
Cc1ccc2cc(C#N)c(N3CCCN(C(=O)C4CCCO4)CC3)nc2c1 (centres undefined)	16	0	0	4	13	-0.5	0.1	-1	16
COc1ccc(OC)c(NS(=O)(=O)c2cc(OC)ccc2OC)c1	21	0	-1	-3	25	-1.8	-1.1	11	3
CC1CC(=O)C2=C(C1)Nc1ncnn1C2c1ccccc1 (centres undefined)	-13	-16	5	9	8	-0.6	0.8	-14	-22
CCOC(=O)c1[nH]c(C)c(C(=O)NCc2ccc(C)cc2)c1C	-10	-13	4	-8	14	-0.9	-0.8	2	-5
O=c1cc(CSc2nnc(COc3ccccc3Cl)o2)nc2sccn12	-12	-6	-3	-5	15	-0.7	0.8	-16	21
COc1ccc(-n2c3c(cc(C(=O)N4CCC(C)CC4)c2=O)C(=O)CC(C)(C)C3)cc1	7	5	4	9	7	-1.5	-0.2	0	-7
COC(=O)Nc1ncc(CN2CCc3ccccc3C2)s1	-5	-12	4	-12	9	-0.6	-0.1	-8	11
COCCNC(=O)c1ccc(N2CCCCC2)c(NS(=O)(=O)c2ccc(C)cc2)c1	-16	-9	11	-10	14	0.4	-0.8	5	59
CC(=O)Nc1ccc(NC(=O)c2ccco2)cc1	-15	31	-3	27	-12	-0.3	0.1	4	15
O=C(Cn1cnc2c(nnn2-c2ccccc2)c1=O)NCC1CCCO1 (centres undefined)	10	20	-1	19	-6	-1.5	-0.4	-3	0
CC(=O)OC1COC(n2ccc3ccccc32)C(OC(C)=O)C1OC(C)=O (centres undefined)	7	-13	-6	-23	15	0.5	2.1	-4	-9
CCCCc1nnc(SCCSc2nnc(CCCC)n2N)n1N	-26	2	-1	-9	11	-0.6	-0.3	-15	-1
COc1ccc(C2CC3CC(c4ccccc4)N2O3)cc1 (centres undefined)	-7	2	-2	-8	15	-0.6	0.1	14	-2
Cc1csc(NC(=O)Nc2ccc(Cl)cc2)n1	-29	35	-4	18	-7	-0.3	0.1	19	0
O=C(CCn1cnc2ccccc2c1=O)Nc1ccc(S(=O)(=O)N2CCCC2)cc1	nt	13	2	-16	-20	-0.1	0.2	0	-11
Continued.
SMILES	S1P1 ag pot	RORA act	5HT1E antag	SF-1 act	AP ELISA ortho	S1P3 ag	HTR1E agonist	5-HT1A blocker	tolC growth inh
COc1ccc(C2CC(c3ccc(Cl)cc3Cl)Nc3nc(N)nn32)cc1 (centres undefined)	-15	0	-4	4	12	0.2	1.8	-20	26
CCOC(=O)Cn1c(CN2CC(C)OC(C)C2)nc2c1c(=O)n(C)c(=O)n2C (centres undefined)	-18	-10	-3	1	10	0.4	0.8	-1	4
COCc1nnc(NC(=O)CCC2CCCCC2)s1	-30	4	-7	-8	11	-1.2	0.6	-18	17
Cc1ccc(C(=O)CSc2nc(N)cc(=O)[nH]2)cc1	-12	0	0	1	-2	-0.8	-1.0	-5	-2
FC(F)(F)c1cccc(N2CCN(Cc3cccnc3)CC2)c1	-8	16	-3	-3	7	-1.2	4.0	-2	-1
COCCn1c(SCC(=O)Nc2nnc(C)s2)nnc1-c1cc2ccccc2cc1O	5	-1	-8	-4	24	-1.3	-0.9	-20	-3
Cc1ccc(S(=O)(=O)N2CCCC2C(=O)Nc2ccc(O)cc2)cc1 (centres undefined)	-1	20	-9	-10	20	0.0	1.1	-7	4
